HT1080 IDH1KD tx – kills HT-1080 cells with IDH1 knockdown. hit rate 2% among 360,000. AID 686971. HT-1080 IDH1 knockdown viability, ATP luminescence, 48 h. Potency, µM (titrated, usually from 46.1 µM), without a hit: at the top dose activity, negative = toxicity, usual class: cytotoxic;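 note: 0% = DMSO wells and -100% = cell-free medium wells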
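HT-1080-IDH1KD cells (IDH1 knocked down), 750/well in RPMI with 5% FBS, treated with compound 48 h at 37 degrees C. Viability by CellTiter-Glo luminescence, normalised to DMSO and no-cell wells; concentration-response curves classed.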
SW480 rerep – DNA re-replication induction in SW480 cells. SW480 DNA re-replication, Hoechst DNA content imaging, 48 h. Potency, µM (highest dose often 46.1 µM), inactives show at the highest dose re-replication activation, usual class: activators. hit rate 1.8% among 340,000. AID 624297; note: % of control where 0% means no effect; nearly all actives have a fitted effect of over 55% in size
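Compounds, transferred as 23 nL by pin tool, were incubated with cells for 48 hr; DNA content per nucleus was then quantified by Hoechst staining and fluorescence plate imaging.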
KB-V1 MDR tox – kills drug-selected multidrug resistant KB-V1 cells. KB-V1 MDR cells viability, CellTiter-Glo, 72 h. Potency, µM (highest dose often 46.1 µM), without a hit: at the highest dose activity change, negative = cytotoxicity, actives largely listed as cytotoxic. hit rate 3.4% among 400,000. AID 1347076; note: % is set by controls: 0 for no effect and ±100 for the full control effect; nearly all actives have a fitted effect of over 60% in size
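Drug-selected KB-V1 cells, grown in DMEM lacking phenol red with 10% FBS, receive compound titrations; after three days at 37 degrees C, surviving cell ATP is quantified by CellTiter-Glo luminescence and responses normalized and curve-fitted.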
HT1080NT lethal – kills 2HG-producing HT-1080-NT fibrosarcoma cells; Potency, µM (doses to about 46.1 µM), for inactives: at the highest dose activity, negative = less viability, most hits filed as cytotoxic; hit rate 1.6% among 360,000; AID 686970; HT-1080-NT fibrosarcoma viability, CellTiter-Glo ATP luminescence, 48 h;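 note: NT is the 2HG producing partner of a matched IDH1 knockdown line; 0% = DMSO-treated cells and -100% = media-only wells without cells; nearly all actives have a fitted effect of over 55% in size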
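Read-out is CellTiter-Glo luminescence after 10 minutes at room temperature, following 48 hours' compound treatment of HT-1080-NT cells (750 cells/well, RPMI, 5% FBS, 37 degrees C).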
KB-3-1 cytotox – KB-3-1 parental cell cytotoxicity. hit rate 1.4% among 400,000. KB-3-1 viability, CellTiter-Glo ATP luminescence, 72 h. Potency, µM (highest dose often 46.1 µM), for inactives: at the top dose activity change, negative = cytotoxic, usual class: cytotoxic; note: % is set by controls: 0 for no effect and ±100 for the full control effect; nearly all actives have a fitted effect of over 60% in size
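Parental KB-3-1 adenocarcinoma cells in phenol-red-free DMEM with 10% FBS were pin-treated with compounds at several concentrations, incubated 72 h at 37 °C, and viability read by CellTiter-Glo luminescence; concentration-effect curves were fitted after normalization.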
HEK293 tox – cytotoxic in the GLP-1 receptor inverse agonist counter-screen; hit rate 0.13% among 410,000; AID 624418; Potency, µM (series often up to 38.3 µM), inactives show top-dose activity change, negative = inhibition, usual class: inhibitors; HEK293 cAMP-luciferase reporter cells, luminescence, 24 h;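 note: loss of luciferase light is scored as toxicity; % is set by controls: 0 for no effect and ±100 for the full control effect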
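Quantitative HTS format, 1536 wells, 200 cells/uL seeded. Compounds: 23 nL, 24 h, 37 °C. Detection: luciferase reagent, luminescence at 12 min RT; decreased signal taken as cytotoxic.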
TDP-43 yeast inh – inhibitors of TDP-43 toxicity in yeast | hit rate 1.8% among 410,000 | Potency, µM (titrated, usually from 46.1 µM), for inactives: at the highest dose growth rescue (activation), most hits filed as activators | TDP-43 expressing yeast growth rescue, BacTiter-Glo, 24 h | AID 652104; note: % of control where 0% means no effect; nearly all actives have a fitted effect of over 50% in size
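Yeast expressing TDP-43 (pregrown in raffinose, seeded at OD600=0.02 in galactose medium) exposed to compounds 24 hr at 30 deg C. Growth read by BacTiter-Glo luminescence; rescue of toxicity appears as increased signal.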
GLP-1R inv ag – acts as inverse agonist at human GLP-1 receptor. Potency, µM (series often up to 38.3 µM), without a hit: at the highest dose activity change, negative = inhibition, usual class: inhibitors. hit rate 1.6% among 410,000. HEK293 GLP-1R CRE-luciferase, luminescence, 24 h; GLP-1R form is constitutively active. P43220; note: % is set by controls: 0 for no effect and ±100 for the full control effect; nearly all actives have a fitted effect of over 55% in size
Target sequence (P43220 whole entry, looked up): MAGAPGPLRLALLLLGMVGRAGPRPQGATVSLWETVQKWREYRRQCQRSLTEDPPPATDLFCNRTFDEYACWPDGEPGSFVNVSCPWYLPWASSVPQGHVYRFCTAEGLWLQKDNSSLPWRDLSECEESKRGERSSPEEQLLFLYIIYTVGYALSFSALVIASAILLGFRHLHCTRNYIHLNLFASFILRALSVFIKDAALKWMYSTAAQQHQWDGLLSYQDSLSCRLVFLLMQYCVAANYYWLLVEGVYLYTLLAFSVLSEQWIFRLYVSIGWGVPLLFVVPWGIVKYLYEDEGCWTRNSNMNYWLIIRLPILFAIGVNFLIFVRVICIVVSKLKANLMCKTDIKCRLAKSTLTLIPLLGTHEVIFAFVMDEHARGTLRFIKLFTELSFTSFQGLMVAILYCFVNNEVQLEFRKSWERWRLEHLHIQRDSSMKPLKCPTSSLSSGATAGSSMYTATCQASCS
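qHTS in 1536-well format: reporter HEK293 cells expressing constitutive GLP-1R activity in DMEM + 10% Nu serum, 24 hr with compounds at 37 deg C, luminescence read after 12 min with detection reagent.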
GLP1R ag – agonists of human GLP-1 receptor; HEK293 GLP-1R CRE-luciferase, luminescence, 4-6 h; cells express a hypersensitive GLP-1R form; Potency, µM (titrated, usually from 45.6 µM), for inactives: at the highest dose activation, actives largely listed as activators; hit rate 0.007% among 380,000; note: % of control where 0% means no effect
The depositor's hits bear a star; ? = inconclusive; nt = no result given; & = joins results of further samples; [ ] = another dose, or the depositor's remark. Calls come from the whole dose curve; as a rule, active = well fitted curve in the direction sought with a large enough effect; inconclusive = small, poorly fitted or top-dose-only effect, or another doubt; inactive = no such curve, though single readings can be large; an effect the other way counts as inactive or inconclusive. Potency is the fitted concentration of half-maximal effect.

mol	KB-3-1 cytotox	SW480 rerep	HEK293 tox	HT1080 IDH1KD tx	GLP1R ag	GLP-1R inv ag	KB-V1 MDR tox	TDP-43 yeast inh	HT1080NT lethal
NC(=O)c1ccccc1Nc1nc2nc3ccccc3c(=O)n2cc1Br	-25.9%	14.4%	-6.6%	-4.4%	12.5%	66.0%[activator]	-9.0%	3.2%	-2.1%
Cc1cc(C)n(-c2nc(N(C)C)nc(N(C)C)n2)n1	0.0%&-4.4%	1.0%	?	6.31µM*	-6.1%	?	19.1%&-33.9%	-1.4%	7.08µM*
CCOC(=O)c1scc(-c2ccc(C)cc2)c1S(=O)(=O)Nc1cccc(CC)c1	-10.6%	nt	30.7%	nt	nt	?	-9.2%	-6.2%	nt
CCC1(c2ccccc2)NC(=O)N(CC(=O)Nc2ccc3c(C)cc(=O)oc3c2)C1=O (stereo not drawn)	-2.0%	-3.5%	-4.2%	0.3%	3.4%	10.9%	28.4%	-18.2%	4.7%
Cn1cccc1/C=C1\SC(=S)N(Nc2ccccc2)C1=O	0.4%	-0.4%	-24.0%	?	20.5%	?	1.3%	13.8%	-2.5%
CCOc1ccc(CC(=O)NC2CC(C)(C)N(C)C(C)(C)C2)cc1OCC	-2.3%	-13.1%	0.6%	6.9%	-4.2%	-5.0%	6.4%	5.9%	8.9%
COc1ccc(/C(O)=C2/C(=O)C(=O)N(c3ccccn3)C2c2ccc(OC)cc2)cc1 (stereo not drawn)	-13.6%	-10.5%	1.6%	1.8%	2.3%	1.2%	-1.4%	-19.3%	1.2%
Cn1c(-c2sc3ccccc3c2Cl)n[nH]c1=S	20.6µM*	-3.4%	1.3%	1.6%	-6.2%	0.0%	16.4µM*	0.0%	7.8%
COc1cccc(C(c2sc3nc(-c4ccco4)nn3c2O)N2CCCC2)c1 (stereo not drawn)	16.3%	nt	-4.0%	nt	nt	9.0%	0.0%	24.2%	nt
CCOC1=CC(=O)OC(c2ccccc2)C1 (stereo not drawn)	-4.0%	-1.0%	-2.9%	19.9%	4.6%	0.3%	14.5%	-22.9%	6.7%
CCNC(=O)c1c(NC(=O)Cc2coc3ccc(CC)cc23)sc2c1CCCC2	-7.7%	nt	4.6%	nt	nt	2.7%	8.9%	10.1%	nt
Cc1ccccc1C(=O)Nc1nnc(SCC(=O)NC2CC2)s1	-1.6%	-1.7%	2.6%	-0.3%	-3.2%	-21.7%	11.4%	-8.0%	-6.6%

Single entries from the entries so far:
HT1080 IDH1KD tx result of Cn1c(-c2sc3ccccc3c2Cl)n[nH]c1=S reads 1.6%
TDP-43 yeast inh result of CCNC(=O)c1c(NC(=O)Cc2coc3ccc(CC)cc23)sc2c1CCCC2 reads 10.1%

(further entries)
mol	KB-3-1 cytotox	SW480 rerep	HEK293 tox	HT1080 IDH1KD tx	GLP1R ag	GLP-1R inv ag	KB-V1 MDR tox	TDP-43 yeast inh	HT1080NT lethal
Cc1nn2c(=O)cc(COC(=O)C(c3ccccc3)c3ccccc3)nc2s1	2.3%	nt	0.0%	nt	nt	-0.1%	0.0%	?	nt
Cn1c(=O)c(=O)n(C)c2cc(S(=O)(=O)NCCc3ccccc3)ccc21	4.4%	-17.3%	0.5%	2.2%	-5.1%	9.3%	-17.5%	6.4%	-2.9%
Oc1ccccc1N1CCN(C(c2ccccc2)c2ccccc2)CC1	6.0%	-17.0%	0.0%	?	4.7%	?	11.9%	-5.5%	-19.4%
O=C(Nc1cc2c(cc1Cl)OCCCO2)c1ccco1	-0.1%	242.9%	1.9%	-11.6%	7.6%	13.4%	-9.9%	-9.7%	-1.4%
O=C(CN(C(=O)CCC(=O)Nc1nccs1)c1cccc(F)c1)NCC1CCCO1 (stereo not drawn)	18.3%	0.0%	-4.5%	0.1%	-8.5%	-13.0%	4.6%	-0.6%	3.8%
O=C(CCS(=O)(=O)c1nc(-c2cccs2)cc(C(F)(F)F)n1)Nc1ccc(OC(F)(F)F)cc1	-5.3%	nt	-3.7%	nt	nt	-6.7%	4.2%	?	nt
O=C(NNC(=O)c1cccc(Br)c1)Nc1ccc(Cl)cc1	-2.7%	-49.8%[inhibitor]	-6.1%	-0.3%	0.6%	-7.4%	-6.0%	19.7%	-15.1%
Cc1nn(CCC#N)c2nc(-c3ccccc3)cc(C(F)(F)F)c12	19.8%	1.7%[9.22 µM]	0.7%	-0.4%	4.7%	?	-9.6%	12.2%	0.1%
CC(=O)NC(c1ccc(F)c(F)c1)c1nc(-c2cccc(C(F)(F)F)c2)cs1 (stereo not drawn)	0.0%	nt	0.7%	-9.7%	19.6%	?	2.5%	?	-0.1%
COc1cccc(-n2nnnc2SCC(=O)NCc2ccc3c(c2)OCO3)c1	7.7%	-0.8%	3.7%	-1.6%	-1.9%	3.0%	21.6%	0.0%	-7.7%
CC(C)c1ccc(C2(C)NC(=O)N(CC(=O)NC3(C#N)CCCC3)C2=O)cc1 (stereo not drawn)	0.6%	-0.4%	-9.5%	3.8%	-0.2%	0.4%	23.8%	13.8%	-1.5%
O=C(NCCCN1CCCC1=O)C1CCN(S(=O)(=O)N2CCOCC2)CC1	2.3%	-97.5%[inhibitor]	?	9.1%	-7.5%	?	-0.3%	3.8%	2.8%

(cont.)
mol	KB-3-1 cytotox	SW480 rerep	HEK293 tox	HT1080 IDH1KD tx	GLP1R ag	GLP-1R inv ag	KB-V1 MDR tox	TDP-43 yeast inh	HT1080NT lethal
COc1ccc(C2(C(=O)N3CCC(n4nc(-c5ccccc5)oc4=O)CC3)CC2)cc1	0.2%	-18.7%	-10.7%	0.9%	-4.9%	2.3%	5.1%	1.2%	-1.0%
Cn1c(=O)[nH]c(=O)c2c1nc(SCCN1CCOCC1)n2CCCc1ccccc1	0.0%	-6.5%	3.4%	-4.4%	-0.4%	24.4%	-15.6%	7.3%	-0.5%
Cc1sc(NC(=O)c2ccco2)c(C(c2cccnc2)N2CCN(CCO)CC2)c1C (stereo not drawn)	9.6%	-22.2%	-6.7%	0.3%	-4.2%	-0.3%	-3.4%	22.8%	-5.7%
Nc1nc(NC(=O)/C=C/c2ccc(F)cc2)nn1-c1ccccc1	-3.6%	-6.8%	4.3%	-16.8%	0.1%	8.5%	-15.9%	-0.9%	-14.5%
Cc1ccc(C(=O)N2C(=S)C(c3ccc(F)cc3)=NC23CCN(C)CC3)cc1	-19.5%	?	?	18.4µM*	-5.3%	?	?	-32.4%[inhibitor]	?
O=C(COC(=O)c1cccc(Cl)c1Cl)NCCN1C(=O)CSC1=O	10.1%	-41.2%[inhibitor]	-7.8%	-4.1%	-2.5%	-0.9%	-4.9%	13.2%	-3.6%
CN1CCN(c2ccccc2/C=C2/C(=O)Nc3ccccc32)CC1	-27.5%	-12.0%	-22.9%	-25.7%	-3.1%	?	14.2%	17.0%	-28.1%
CCN(C(=O)COC(=O)c1ccc(Cl)c(S(=O)(=O)N2CCCCC2)c1)C1CCS(=O)(=O)C1 (stereo not drawn)	-3.1%	-0.8%	6.2%	-2.6%	8.3%	13.4%	?	4.3%	-3.8%
CCCOC(=O)c1cccc(NC(=O)C(C)(C)C)c1	18.3%	-5.8%	0.0%	-11.1%	24.4%	?	1.7%	?	-0.8%
CC(=O)Nc1cc[n+](C(C)C(=O)c2ccccc2)cc1 (stereo not drawn)	-31.4%	-3.3%	-0.1%	-1.3%	1.4%	-2.3%	-0.9%	23.2%	1.5%
COc1ccccc1NC(=O)COC(=O)c1[nH]c(=O)[nH]c(=O)c1N	14.7%	-4.3%	0.4%	0.6%	-1.5%	3.4%	0.0%	-17.2%	-1.1%
CN(Cc1cccc(F)c1)C(=O)c1ccccc1Sc1ccccc1C#N	30.5%	?	13.0%	0.6%	-4.1%	?	?	?	-2.3%

New compounds follow:
mol	KB-3-1 cytotox	SW480 rerep	HEK293 tox	HT1080 IDH1KD tx	GLP1R ag	GLP-1R inv ag	KB-V1 MDR tox	TDP-43 yeast inh	HT1080NT lethal
COc1ccc(CN2CCCCCC2)cc1Br	-4.3%	-5.6%	19.3%	-3.5%	3.7%	4.3%	?	-18.2%	1.0%
COc1ccc(-c2noc(N(c3ccc(F)c(Cl)c3)c3nc(-c4ccc(OC)c(OC)c4)no3)n2)cc1OC	4.8%	nt	4.7%	nt	0.2%	-6.7%	-6.8%	-6.8%	nt
O=S(=O)(Nc1ccn(-c2ccccc2)n1)c1ccc(Br)cc1	-0.7%	1.0%	-12.8%	2.0%	-7.7%	1.1%	2.2%	?	9.0%
C=CCN(C(=O)C1=NN(C2CCS(=O)(=O)C2)C(=O)CC1)c1nc(-c2ccc([N+](=O)[O-])cc2)cs1 (stereo not drawn)	-19.2%	-3.7%	3.7%	-19.0%	30.7%	6.6%	-23.8%	1.2%[9.22 µM]	-13.8%
COc1cccc(-c2ccc(C#N)c(=O)[nH]2)c1	-2.4%	-15.5%	6.4%	9.2%	1.4%	7.3%	-2.7%	2.2%	3.7%
COc1ccc(C(CNC(=O)CNC(=O)c2cc(OC)c(OC)c(OC)c2)N2CCOCC2)cc1 (stereo not drawn)	10.0%	-3.7%	-6.2%	1.2%	14.6%	2.7%	2.5%	3.3%	3.8%
c1ccc(N=Nc2cn[nH]c2-c2ccco2)cc1	?	-12.4%	-29.1%	-13.8%	22.7%	4.1%	-24.0%	?	-25.4%
O=C(c1ccc(S(=O)(=O)N2CCOCC2)cc1)N1CCN(c2ccccc2)CC1	2.7%	-2.2%	2.0%	?	4.2%	7.5%	16.4µM*	-9.4%	-4.5%
CCOC(=O)CSc1ccc(-c2nc3ccccc3[nH]2)cn1	-11.8%	1.9%	27.9%	-23.4%	-2.2%	0.5%	4.3%	-0.4%	-19.9%
O=C(Nc1cccc(F)c1)N(Cc1ccc(Cl)cc1)CC(O)C(F)(F)F (stereo not drawn)	?	18.9%	?	?	-19.1%	5.62µM*	?	?	20.6µM*
Cc1ccc2nc(NS(=O)(=O)c3ccc(Cl)cc3)c(Nc3ccc(C(=O)O)cc3)nc2c1	?	nt	-11.3%	nt	nt	9.0%	-16.9%	17.1%	nt
O=C(CCc1ccccc1)Nc1cc2c(cc1Cl)OCCO2	-5.4%	-2.9%	16.0%	10.6%	-1.7%	?	20.6µM*	?	2.3%

Bioassay records from PubChem.
